# a7 integrin act: integrin-mediated muscular dystrophy alleviation activation; AID 624291; 350,000 compounds, 0.064% hits; Potency, µM (titrated, usually from 38.3 µM), for inactives: at the top dose activation, usual class: activators; alpha7betagal myoblasts, beta-gal FDG fluorescence, 48 h;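 further: potency means the concentration at half of the fitted maximal effect; 100% = response of the positive control SU9516; nearly all actives have a fitted effect of over 60% in size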
#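 alpha7betagal+/- myoblasts (passage 13, 250/well) treated 48 h at 37C with compounds at 1:260 dilution of DMSO stock. Lysed, then beta-galactosidase activity read as FDG fluorescence (ex 480/em 540) after 30 min, with pre-read for autofluorescence.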
# uPA surface inh: cell surface uPA generation inhibition | cell surface uPA generation assay, qHTS | Potency, µM (titrated, usually from 38.3 µM), without a hit: at the highest dose activity change, negative = inhibition, usual class: inhibitors | 330,000 compounds, 0.31% hits; active means well fitted inhibition curve with a large enough effect; inconclusive means small, poorly fitted or top-dose-only effect; inactive means no such curve, though single readings can be large or run the other way; tested in mouse RAW 264.7 cells; further: potency means the concentration at half of the fitted maximal effect; on the % scale 0 is the no-effect control and ±100 the full control effect; nearly all actives have a fitted effect of over 55% in size
# ASM inhibitor: human S-ASM enzyme inhibition; placental ASM, HMU-PC fluorogenic substrate, 60 min; AID 504937; Potency, µM (doses to about 57.5 µM), inactives show at the top dose activity change, negative = inhibition, most hits filed as inhibitors; P17405; 340,000 compounds, 0.006% hits; further: potency means the concentration at half of the fitted maximal effect
#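 Human placenta-derived ASM enzyme was preincubated with compound for 10 minutes at room temperature, then given fluorogenic substrate HMU-PC0 (9 uM final) for 60 minutes at 37 °C; a pH 10 stop preceded fluorescence reading at Ex 386/Em 447 nm.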
# Eya2 inh: inhibitors of human Eya2 phosphatase activity; 330,000 compounds, 0.006% hits; Potency, µM (series often up to 76.9 µM), for the others: at the top dose activity, negative = inhibition, most hits filed as inhibitors; recombinant Eya2, OMFP fluorescence dephosphorylation (OMFP is methylfluorescein phosphate); O00167; further: potency means the concentration at half of the fitted maximal effect; on the % scale 0 is the no-effect control and ±100 the full control effect
#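 Eya2 protein (added as 0.2 uM solution) was preincubated with compound for 10 min at ambient temperature in 50 mM HEPES pH 7.5, 50 mM NaCl, 5 uM MgCl2, 0.05% BSA, 1 mM DTT. OMFP (added at 50 uM) then reacted 10 min; fluorescence read at 485/525 nm.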
# TSG101-PTAP inh: blocks PTAP/TSG101 interaction to inhibit HIV-1 budding | Fluorescence polarization, FITC-PTAP peptide / Tsg101 binding | Potency, µM (series often up to 115 µM), for the others: top-dose activity change, negative = inhibition, actives largely listed as inhibitors | 340,000 tested, under 10 active | AID 493005; active means well fitted inhibition curve with a large enough effect in the main read-out, with a control signal flat, not every such curve was filed as active; inconclusive means small, poorly fitted or top-dose-only effect, or effect the other way, or a change in a side signal; inactive means no such curve, though single readings can be large or run the other way; further: potency means the concentration at half of the fitted maximal effect; % of control where 0% means no effect
#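 Fluorescence anisotropy tracks displacement of a FITC-tagged PTAP peptide (50 nM) from the Tsg101 binding domain (10 uM), following a 20 min room-temperature incubation at pH 7.5.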
# BRCA1 expr up: activators of BRCA1 expression. 380,000 compounds, 1.1% hits. MCF7-BRCA1-FFLuc reporter, luminescence, 48 h; response scale: scaled: vehicle 0%, 10 µM genistein 100%. Potency, µM (series often up to 46.1 µM), without a hit: at the highest dose activation, most hits filed as activators; further: potency means the concentration at half of the fitted maximal effect; nearly all actives have a fitted effect of over 80% in size; some results filed as inactive show a strong effect at the top dose
#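 Reporter cells (MCF7, BRCA1 promoter-firefly luciferase) received library compounds across a concentration series for 48 h. End-point luminescence was measured and concentration-effect curves derived after normalization.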
# USP2a block: inhibitors of human ubiquitin-specific protease USP2a | O75604 | USP2 core, Ub-CHOP2 coupled fluorogenic reporter, 485/531 | AID 463254 | Potency, µM (top dose mostly 38.3 µM), inactives show at the top dose activity change, negative = inhibition, usual class: inhibitors | 330,000 compounds, 0.01% hits;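 further: potency means the concentration at half of the fitted maximal effect; plate controls were DMSO wells for no effect and full inhibition by NEM control for full effect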
#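 Deubiquitinase activity read as fluorescence (485/531 nm) after Ub-CHOP2 cleavage activates the enterokinase reporter on its substrate; USP2 core 10nM, Ub-CHOP2 and substrate 25nM each, 30min compound preincubation then 60min RT; data normalized to NEM, curves fitted.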
# TRPV1 ag: activates the human vanilloid receptor TRPV1. Q8NER1. TRPV1-expressing cells, Fluo-8 calcium influx, agonist mode. activation, % at 8.33 µM. 320,000 compounds, 0.19% hits; in the data active means activation above about 80%; inconclusive means between about 30% and that limit; further: 0% is about no effect
# Target sequence (Q8NER1 whole entry, looked up): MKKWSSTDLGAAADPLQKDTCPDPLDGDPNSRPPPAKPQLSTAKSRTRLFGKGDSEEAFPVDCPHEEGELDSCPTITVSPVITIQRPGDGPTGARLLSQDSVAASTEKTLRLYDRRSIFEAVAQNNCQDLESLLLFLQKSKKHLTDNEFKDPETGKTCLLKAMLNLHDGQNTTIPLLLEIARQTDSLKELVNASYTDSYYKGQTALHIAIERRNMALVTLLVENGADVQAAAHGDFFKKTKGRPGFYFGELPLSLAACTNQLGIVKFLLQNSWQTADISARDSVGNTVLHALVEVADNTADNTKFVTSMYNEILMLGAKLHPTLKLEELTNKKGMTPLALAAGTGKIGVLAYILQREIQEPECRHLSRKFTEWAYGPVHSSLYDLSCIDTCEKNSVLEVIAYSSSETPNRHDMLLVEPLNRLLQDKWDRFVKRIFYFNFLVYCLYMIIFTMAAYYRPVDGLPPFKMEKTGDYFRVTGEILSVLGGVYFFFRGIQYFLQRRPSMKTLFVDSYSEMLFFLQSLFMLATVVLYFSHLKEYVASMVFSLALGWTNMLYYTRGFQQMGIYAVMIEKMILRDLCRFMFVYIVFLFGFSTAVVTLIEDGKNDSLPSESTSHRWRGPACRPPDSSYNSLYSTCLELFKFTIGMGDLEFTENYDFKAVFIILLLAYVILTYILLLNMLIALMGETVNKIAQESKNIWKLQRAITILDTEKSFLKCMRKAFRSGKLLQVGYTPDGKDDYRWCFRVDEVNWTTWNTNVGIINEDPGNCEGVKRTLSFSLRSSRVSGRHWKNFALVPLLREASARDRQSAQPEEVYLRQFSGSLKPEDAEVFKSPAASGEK
#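 Cells expressing TRPV1 were dye-loaded with Fluo-8 and read kinetically: 10 s baseline, 3 min after compound (agonist portion), then 2 min after EC20 capsaicin (allosteric enhancer portion). Calcium-bound dye fluorescence at 480/520 nm.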
# p53 reactivation: re-activators of mutant p53; 320,000 compounds, 0.063% hits; Potency, µM (top dose mostly 92.2 µM), without a hit: at the top dose activity change, positive = activation, hits mostly activators; AID 504706; H1299 p53-A138V BP100-luciferase reporter, luminescence, 24 h; further: potency means the concentration at half of the fitted maximal effect; % of control where 0% means no effect; nearly all actives have a fitted effect of over 45% in size
#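 p53-null H1299 cells stably carrying temperature-sensitive p53-A138V and a BP100-luciferase reporter were pinned with compounds (4-point, 1:5 series) and held 24 hrs at 37 deg C. Luminescence was read 10 min after detection reagent.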
# B2AR arrestin: recruits beta-arrestin to the human beta2-adrenergic receptor. Potency, µM (titrated, usually from 46.1 µM), inactives show top-dose activation, most hits filed as activators. beta-arrestin recruitment to beta2AR, cell-based reporter. AID 492947. P07550. 330,000 compounds, 0.02% hits;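 further: potency means the concentration at half of the fitted maximal effect; 0% = DMSO controls and full agonism = EC100 isoproterenol or metaproterenol; nearly all actives have a fitted effect of over 65% in size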
# ELG1 genotox: genotoxicity induction in ELG1-luciferase HEK293T cells | Potency, µM (series often up to 46 µM), for the others: at the highest dose activity change, positive = activation, usual class: activators | AID 504466 | HEK293T ELG1-luciferase reporter, luminescence, 16 h | 330,000 compounds, 1.3% hits; further: potency means the concentration at half of the fitted maximal effect; % of control where 0% means no effect; nearly all actives have a fitted effect of over 60% in size
#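 Luminescence read-out: rising ELG1-luciferase signal, reflecting elevated ELG1 protein under genetic stress, flags genotoxic compounds. Cells were treated for 16 hr at 37 °C before ONE-Glo detection.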
# * marks the source's active call; other numbers are inactive results; ? = inconclusive; . = no result given; & = joins results of further samples; [ ] = remark or other dose. Unless noted, the call rests on the fitted dose curve; in most records, active means well fitted curve in the direction sought with a large enough effect; inconclusive means small, poorly fitted or top-dose-only effect, or another doubt; inactive means no such curve, though single readings can be large; an effect the other way counts as inactive or inconclusive.
# Under each structure – USP2a block, ELG1 genotox, a7 integrin act, BRCA1 expr up, p53 reactivation, TRPV1 ag, Eya2 inh, TSG101-PTAP inh, ASM inhibitor, uPA surface inh, B2AR arrestin
- COc1ccc(/C=N/N(C)C2=NCCN2)c(OC)c1OC
→ 0%, -1%, ?, -26%, -11%, -3, -7%, -5%, -2%, -7%, -0.5%
- COc1ccc(NC(=O)c2cccc3c2C(=O)c2ccc(-c4cnc(OC)nc4)cc2S3(=O)=O)cc1
→ 0%, 1%, 20%, -17%, 0%, -8, -3%, -6%, -4%, 17%, -0.5%
- CSCCC(NC(N)=O)C(=O)NCc1cccc(Cl)c1 (stereo not drawn)
→ 4%, -1%, -16%, 21%, -3%, 2, 11%, -1%, -2%, 1%, -0.2%
- CN1C(=O)/C(=C/c2ccco2)SC1=Nc1ccc(N2CCOCC2)cc1
→ 3%, 8%, 10%, -2%, 7%, 1, 2%, -13%, 0%, -1%, -0.2%
- COC(=O)c1ccc2c(c1)N(C)CCS2
→ 3%, 15%, -37%, 6%, -7%, -1, 0%, -7%, ., -8%, -0.2%
- O=C(O)CCCCCn1c(SCc2cc(=O)n3cc(Cl)ccc3n2)nc2ccsc2c1=O
→ -6%, 4%, 6%, -9%, -4%, 1, -1%, -2%, 5%, -1%, -0.1%
- CCn1ncc(C2=NOC(C(=O)NCc3ccc(Cl)cc3)C2)c1C (stereo not drawn)
→ 1%, 0%, -12%[7.66 µM], -78%, 8%, 0, -2%, -3%, 0%, ., -0.2%
- O=S1(=O)CCC(NC(=S)Nc2ccccc2)C1 (stereo not drawn)
→ -1%, -1%, -12%, 9%, -1%, 4, -3%, -3%, 3%, 10%, -0.1%
- CC1CCN(S(=O)(=O)c2ccc3c(c2)N(CC(=O)NCCCN2CCCCC2)C(=O)CS3)CC1
→ 3%, 1%, -15%, 2%, -5%, -7, 0%, -9%, 3%, -6%, 0.2%
- C[C@H](CO)N1C[C@H](C)[C@@H](CN(C)S(=O)(=O)c2ccccc2)Oc2ccc(NC(=O)CCC(F)(F)F)cc2C1=O
→ 2%, -1%, -24%, -22%, 0%, ., 21%, 1%, 0%, 1%, -0.2%
- CSc1c(CC(=O)NCCCO)n(Cc2ccccc2)c2ccccc12
→ 1%, 1%, 18%, 0%, -6%, 15, -11%, -12%, 4%, 9%, 0.3%
- C(/C=C/c1ccco1)=N/N1CCN(c2ccccc2)CC1
→ 6%, ?, -2%, 10µM*, ?, -4, -1%, -2%, -2%, -2%, 0.3%
- O=C(CN1C(=O)S/C(=C/c2cccnc2)C1=O)N1CCOCC1
→ 0%, -1%, -14%, -34%, 20%, -4, 6%, 1%, ., 0%, -1.8%
- Cc1nnc(NC(=O)CC(NC(=O)C(F)(F)F)c2ccccc2)s1 (stereo not drawn)
→ 1%, 5%, -5%, 5%, 5%, -3, 7%, -2%, 3%, -6%, -0.5%
- COc1ccc(C2N(C(=O)N3CCOCC3)CCN2S(=O)(=O)c2ccc(C)cc2)cc1 (stereo not drawn)
→ 4%, -2%, -3%, 5%, 2%, 0, -21%, ., 4%, 14%, 0.3%
- Cc1cc(C(=O)Nc2c(C)nn(Cc3c(Cl)cccc3Cl)c2C)no1
→ 2%, -4%, -3%[7.66 µM], 1%, 2%, -1, 9%, -1%, 4%, ., 0.3%
- Cc1ccc(Nc2ncccc2C(=O)O)cc1C
→ 6%, ?, ., ?, 29%, 0, 18%, 2%, 4%, ?, -0.2%
- Cc1ccc(C)c(NC(=O)C2C(c3ccccc3)C2(Cl)Cl)c1 (stereo not drawn)
→ 0%, -6%, -26%, -15%, 1%, ?, 3%, -6%, 3%, 2%, 0.2%
- Cc1n[nH]c(=S)n1/N=C/c1ccc(-c2ccccc2[N+](=O)[O-])o1
→ 1%, -3%, -7%, -13%, 11%, ?, 19%, -1%, -1%, -6%, 0.1%
- Nc1ccc(S(=O)(=O)Nc2nccc(/C=C/c3ccc([N+](=O)[O-])cc3)n2)cc1
→ -1%, 16%, 1%, -7%, 4%, 6, -18%, 2%, -3%, -3%, -0.6%
- CC(=O)Nc1ccc(S(=O)(=O)N2C3CCCC2CC(NC(=O)C2CCCCC2)C3)cc1 (stereo not drawn)
→ 8%, 2%, 13%, -23%, 1%, 0, 5%, -9%, -4%, 4%, -1.0%
- O=C(Nc1c(C(=O)Nc2ccccc2)cnn1-c1ccccc1)c1ccco1
→ 0%, 0%, -1%, 7%, -3%, 17, 12%, -12%, -1%, 3%, -0.1%
- CCCCCn1c(NCc2ccco2)nc2ccccc21
→ -1%, -1%, -8%, 0%, 3%, 5, 9%, -2%, 2%, -10%, -0.2%
- CSc1ncccc1C(=O)N1CCCC(CCC(=O)NCc2ccccc2F)C1 (stereo not drawn)
→ 0%, -2%, 0%, 9%, -1%, 0, 1%, 0%, -1%, ?, -0.3%
- O=C(COC(=O)c1cncc(Br)c1)NCC1CCCO1 (stereo not drawn)
→ 1%, -2%, -8%, 5%, 2%, 1, -8%, -13%, 2%, 5%, 0.4%
- CCOc1ccc(NC(=O)COc2ccc(C(=O)NC3CCCc4ccccc43)cc2OC)cc1 (stereo not drawn)
→ 8%, 10%, 11%, -47%, -3%, 0, 3%, -8%, 4%, 0%, -0.3%
- C[C@H](CO)N1C[C@H](C)[C@@H](CN(C)Cc2ccncc2)Oc2ccc(NC(=O)Cn3cnnn3)cc2C1=O
→ 5%, 0%, 22%, 27%, 2%, ., -19%, -6%, 3%, 6%, 0.4%
- Cc1cc(=O)[nH]c(SCc2ccc(Cl)cc2Cl)n1
→ 19%, -10%, 1%, -12%, -3%, -3, -8%, -1%, -4%, -13%, 3.3%
- CC1CCCCN1Cc1nc2ccccc2c(=O)[nH]1 (stereo not drawn)
→ -1%, 16%, 7%, 42%, 11%, -3, 11%, -1%, 0%, -1%, -0.5%
- O=C(Cn1ccc([N+](=O)[O-])n1)N1CCCCC1
→ 1%, 0%, -1%, 4%, 1%, 2, -1%, -2%, 4%, 13%, -0.4%
- COc1ccc(OCCOCCN2CCN(C)CC2)cc1
→ -2%, -2%, 2%, -8%, ., 2, 9%, 0%, 5%, 8%, 0.0%
- O=C(COc1ccc(Cl)cc1)Nc1ccc(CN2CCOCC2)cc1
→ -3%, -1%, -5%, -13%, -4%, 18, -5%, -3%, -3%, 17%, 2.9%
- Cc1ccc(C(CC(=O)NCc2ccco2)c2ccccc2)c(O)c1 (stereo not drawn)
→ -6%, -1%, 9%, -32%, -1%, 14, -17%, 4%, -2%, ., -1.0%
- COc1ccccc1CC(=O)NC12CC3CC(CC(C3)C1)C2
→ 4%, 1%, 4%, -7%, ., 11, ?, 2%, -3%, 8%, -0.6%
- CS(=O)(=O)C1=NSC2=NC(=O)/C(=C\c3cccn3-c3ccccc3Cl)C(=N)N21
→ -5%, 2%, 12%, -20%, 1%, 1, 24%, -2%, 10%, 0%, 0.1%
- CC(OC(=O)c1ccccc1N1C(=O)C2C3CCC(C3)C2C1=O)C(=O)c1ccccc1 (stereo not drawn)
→ -1%, -3%, -13%, 4%, -2%, ?, -4%, 0%, 0%, -2%, -1.1%
- O=C(C1CCC(CNc2nc(=S)[nH]c3ccccc23)CC1)N1CCN(c2ccc(F)cc2)CC1 (stereo not drawn)
→ 9%, -9%, -65%[inhibitor], -50%, 2%, 1, -2%, -5%, -1%, 0%, -0.1%
- Cn1c(SCC(=O)NCc2ccco2)nnc1-c1ccccc1
→ 3%, 1%, 2%, -4%&15%, -3%, 2, -1%, 2%, 4%, 4%, -0.5%
- CCSc1ncc(Cl)c(C(=O)Nc2ccccc2Cl)n1
→ 4%, -5%, 2%, -35%, 19%, -1, -10%, -1%, 3%, 0%, -0.2%
- O=C1CCCC2=C1C(c1cccs1)n1nc(SCc3ccccc3)nc1N2 (stereo not drawn)
→ 0%, -5%, -15%, -46%, -5%, 23, -33%, -10%, 247%[activator], ., -0.1%
- Cc1cc(C)c(S(=O)(=O)c2ccccc2)c(OC(=O)c2c(Cl)cc(Cl)cc2Cl)n1
→ 0%, -2%, -18%, -50%, 7%, 0, -16%, -5%, -3%, -8%, -1.0%
- O=C(NCCc1c[nH]c2ccccc12)/C(=C\c1ccco1)NC(=O)c1ccco1
→ 4%, 2%, 28%, -7%, -5%, 5, 8%, -1%, -3%, 1%, 3.3%
- CCOC(=O)C(C)Sc1nnc(CSc2nc3nc(C)cc(C)n3n2)o1 (stereo not drawn)
→ 5%, 1%, 4%, 9%, -5%, 1, 0%, -1%, 0%, 5%, -0.7%
- Cc1cc(C)cc(-n2nnnc2SCC(=O)N2CCOCC2)c1
→ -1%, 0%, -3%, -7%, 5%, -2, -1%, -8%, -1%, 6%, 0.3%

# Screening data as filed in PubChem BioAssay.
